High-throughput results as filed in PubChem.
HKDC1 inhibitor: inhibitors of human hexokinase HKDC1; Q2TB90; recombinant HKDC1, G6PDH/diaphorase resazurin coupled fluorescence; inhibition, % at 20 µM; hit rate 0.16% among 340,000; AID 493160;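 active means inhibition above about 35% when tested at 20 µM, limit read from the data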;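 further: plate controls were DMSO wells with enzyme for no effect and DMSO wells lacking enzyme for full effect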
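Test system: recombinant HKDC1 (HK5) hexokinase enzyme, produced in-house / Doses: 20 µM test compound, 1% DMSO / Timing: 90 min, room temperature / Detection: G6PDH/diaphorase-coupled fluorescence, 1 mM NADP, 100 µM resazurin, 525/613 nm / Control set: DMSO wells with and without enzyme mix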
NLRP3 yeast inh: NALP3 inhibition in yeast. inhibition, % at 10 µM. hit rate 0.39% among 330,000. Yeast reconstituted NLRP3/ASC/caspase-1, beta-gal luminescence, 24 h. AID 2825;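 active means inhibition of 50% or more; inactive means inhibition below 50%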;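 further: plate controls were induced DMSO wells for no effect and uninduced yeast grown without galactose for full effect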
Apaf-1 inh: blocks human Apaf-1 apoptosome activity | inhibition, % at 20 µM | O14727 | reconstituted apoptosome caspase-3 activity, DEVD-Rh110 fluorescence | AID 489030 | hit rate 0.71% among 330,000; active means inhibition of at least 40% at 20 µM;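 further: plate controls were DMSO wells for no effect and DEVD-CHO caspase inhibitor wells for full effect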
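Assay system: Apoptosome proteins | Medium: pH 7.5 Hepes buffer with CHAPS, BSA, DTT | Also added: Cytochrome c and DEVD-Rh110 substrate | Times: 30 min plus 50 min, RT | Detection: Rhodamine 110 fluorescence at Ex 480/Em 540 nm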
PfG6PD inh: PfG6PD (Plasmodium falciparum) enzyme inhibition | AID 504690 | PfGluPho enzyme, NADPH resazurin-diaphorase fluorescence | hit rate 0.78% among 350,000 | inhibition, % at 20 µM;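 active means inhibition reaching at least a set limit at 20 µM in the primary screen, cut at about 59% in these data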;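 further: 0% = DMSO wells with substrate and 100% = DMSO wells lacking glucose-6-phosphate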
SENP8 block-1: inhibitors of human SENP8 protease; Q96LD8; recombinant SENP8, Nedd8 substrate fluorescence; inhibition, % at 20 µM; hit rate 0.64% among 360,000; AID 602440; in the data active means inhibition mostly above about 40%, no sharp cut-off; inactive means mostly below about 27%
Target sequence (Q96LD8 whole entry, looked up): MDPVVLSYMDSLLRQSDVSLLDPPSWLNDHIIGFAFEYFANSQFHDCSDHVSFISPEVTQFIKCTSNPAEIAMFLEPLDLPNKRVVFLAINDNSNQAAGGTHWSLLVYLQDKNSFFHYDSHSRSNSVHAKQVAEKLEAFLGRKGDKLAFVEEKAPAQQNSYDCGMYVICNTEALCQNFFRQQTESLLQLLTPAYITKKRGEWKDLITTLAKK
SENP6 inh: blocks the human protease SENP6 | Recombinant SENP6 catalytic domain, aminoluciferin luminescence | inhibition, % at 10 µM | hit rate 1.8% among 330,000;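 active means inhibition above about 50% at the single tested dose, limit read from the data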;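 further: plate controls were DMSO wells with enzyme for no effect and DMSO wells lacking enzyme for full effect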
SENP1 FRET inh: blocks the human SENP1 SUMO protease catalytic domain. inhibition, % at 10 µM. recombinant SENP1 catalytic domain, CyPet-SUMO1-YPet FRET cleavage. Q9P0U3. hit rate 0.21% among 360,000. AID 624204;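 active means inhibition at least 30% at 10 µM, raw YFP signal under a set limit, fluorescence ratio 0.5 to 1.5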;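 further: 0% = enzyme with DMSO and 100% = no enzyme wells; some results filed as inactive read as strong as hits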
Target sequence (Q9P0U3 419-644 limits assumed): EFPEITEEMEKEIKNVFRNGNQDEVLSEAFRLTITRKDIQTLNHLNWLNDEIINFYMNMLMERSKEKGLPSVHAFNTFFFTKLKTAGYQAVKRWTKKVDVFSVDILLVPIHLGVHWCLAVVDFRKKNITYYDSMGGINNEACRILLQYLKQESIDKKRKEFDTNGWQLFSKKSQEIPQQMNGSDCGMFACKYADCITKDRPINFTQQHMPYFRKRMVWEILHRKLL
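Assay system: hSENP1 catalytic domain, recombinant. Amount: SENP1 enzyme, 20 pM final. Schedule: 50 min reaction, RT, dark. Technique: FRET, CFP and YFP emission. Control set: no-enzyme wells low, DMSO-plus-enzyme wells high control.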
SENP7 block: inhibitors of human SENP7 protease | AID 434973 | hit rate 1.5% among 330,000 | inhibition, % at 5 µM | Q9BQF6 | recombinant SENP7, Z-RLRGG-aminoluciferin luminescence, 40 min;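 active means inhibition above about 50% at the single test dose, limit read from the data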;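 further: plate controls were DMSO with enzyme for no effect and no enzyme buffer wells for full effect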
Target sequence (Q9BQF6 706-1050 limits assumed): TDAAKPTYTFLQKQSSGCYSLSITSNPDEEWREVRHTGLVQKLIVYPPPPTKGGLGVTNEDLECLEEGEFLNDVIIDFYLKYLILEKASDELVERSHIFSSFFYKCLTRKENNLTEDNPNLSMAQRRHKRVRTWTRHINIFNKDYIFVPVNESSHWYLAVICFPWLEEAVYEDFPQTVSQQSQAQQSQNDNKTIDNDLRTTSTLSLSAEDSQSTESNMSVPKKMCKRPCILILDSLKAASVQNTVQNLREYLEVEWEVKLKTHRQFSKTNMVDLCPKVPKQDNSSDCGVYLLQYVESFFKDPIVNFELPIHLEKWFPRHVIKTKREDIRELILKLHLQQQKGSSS
SENP8 block-2: inhibitors of human SENP8 protease; AID 2540; hit rate 1.2% among 330,000; inhibition, % at 10 µM; Q96LD8; purified SENP8, Z-RLRGG-aminoluciferin cleavage, luminescence; in the data active means inhibition above about 50%
Numbers without * were called inactive; nt = no result given.

SMILES	HKDC1 inhibitor	NLRP3 yeast inh	Apaf-1 inh	PfG6PD inh	SENP8 block-1	SENP6 inh	SENP1 FRET inh	SENP7 block	SENP8 block-2
O=C(O)c1ccc(-n2c(O)c(C=C3N=c4ccccc4=N3)sc2=S)cc1	-6	22	-1	19	-136	8	-33	8	4
Cc1ccc(C(=O)Nc2ccccc2C(=O)Nc2ccccn2)cc1Cl	5	18	-6	1	-31	7	3	7	-16
CN(C)CCCN(C(=O)c1ccc(S(=O)(=O)N2CCOCC2)cc1)c1nc2ccc(F)cc2s1	-3	11	10	-5	6	1	0	-9	-11
Cc1ccc(NC(=O)c2cc3ccccc3oc2=N)cc1	-3	23	19	-10	19	58*	2	90*	33
O=C(Nc1cc(S(=O)(=O)N2CCOCC2)ccc1N1CCCCC1)c1ccccc1Br	-8	6	17	68*	-18	2	-6	-1	3
COc1cc(C2C(C(=O)c3ccc(C)o3)=C(O)C(=O)N2CCCn2ccnc2)cc(OC)c1OC (stereo not drawn)	-4	5	12	1	10	10	0	26	2
COc1cccc(OC)c1C(=O)NNS(=O)(=O)c1ccc2ccccc2c1	-5	-3	0	14	8	-5	3	-2	4
COCc1cc(=O)[nH]c(-c2csc(C)n2)n1	-2	16	-29	-2	14	-1	2	0	6
Cc1cccc(NC(=O)CNC(=O)CSc2nnc(C(F)(F)F)n2C)c1C	-3	1	9	6	6	-18	3	1	-15
Cc1cc(C)c(C(=O)N2CCCC(CNS(=O)(=O)N(C)C)C2)o1 (stereo not drawn)	-5	14	3	7	15	-7	3	2	2
Cc1nnsc1C(=O)NNc1ccc(C(C)(C)C)cc1	7	-6	11	10	24	-30	-1	0	-6
COC1CCCN(C(=O)c2cccc(OC3CCN(S(C)(=O)=O)CC3)c2)C1 (stereo not drawn)	-4	13	7	-4	16	-6	-2	-2	16
O=C(CCNc1n[nH]c(=O)[nH]c1=O)N/N=C/c1ccc(C(F)(F)F)cc1	2	-9	8	13	-1	0	1	5	0
CCOCCCNC(=O)C1CCN(c2cc(C)nc3c(-c4ccc(OC)c(OC)c4)c(C)nn23)CC1	-6	-1	11	-3	-12	6	-1	5	6
CCC(C)[C@H](NC(=O)Nc1cccc(Br)c1)C(=O)OC (stereo partly drawn)	-12	13	7	-4	-7	12	1	4	8
Cc1c2ccncc2cc2c1[nH]c1ccccc12	3	nt	nt	72*	-483	nt	-79	nt	nt
Cc1cc(C(=O)CSc2n[nH]c(N)n2)c(C)n1-c1ccccc1	-8	13	7	-16	-5	-14	-3	6	-4
COc1cc(C(=S)N2CCOCC2)ccc1OC(=O)c1ccccc1[N+](=O)[O-]	-4	31	-13	12	6	-6	3	-1	-2
Cc1cccc(NC(=O)CCN2CCC(C)CC2)c1	-6	23	-54	-11	7	-38	-3	-2	0
O=C(O)C[C@H]1c2cc(F)ccc2S(=O)(=O)N1C1CCN(Cc2ccccc2)CC1	-2	-13	-2	15	-2	-14	-4	2	-1
CCc1cccc(OCC2Cn3c(nc4c3c(=O)n(C)c(=O)n4C)O2)c1 (stereo not drawn)	-1	9	6	0	5	-14	1	-19	-5
CC(C)CCn1c(Sc2nc3ccccc3s2)nc2c1c(=O)[nH]c(=O)n2C	5	0	23	24	13	0	-1	-2	2
CC(=O)NC(Cc1ccccc1)C(=O)OCC(=O)c1ccc(F)cc1 (stereo not drawn)	-12	-5	3	-1	3	5	1	6	2
Cc1cc(C)cc(NC(=O)c2cccnc2)c1	-4	35	-11	-9	23	17	2	-2	-12
CN(C)CCN=Cc1c(O)n(-c2ccc(S(=O)(=O)N3CCOCC3)cc2)c(=O)c2ccccc12	2	13	2	-12	-200	-4	-20	-10	-6
NC(=O)c1ccc(-n2nnnc2SCC(=O)Nc2ccccc2)cc1	-5	15	11	9	12	2	-5	2	-7
COc1cccc2sc(N(CCCN(C)C)C(=O)CCS(=O)(=O)c3ccccc3)nc12	3	27	5	38	7	-7	-2	10	-14
O=C(O)c1cc(=O)[nH]c2ccc(S(=O)(=O)Nc3ccc(F)cc3)cc12	-2	13	6	-12	20	1	0	-12	-8
O=C(c1ccccc1Br)N1CCc2c([nH]c3ccccc23)C1	1	14	16	12	-4	-7	-10	1	0
O=C1C(Nc2ccccc2)=C(NS(=O)(=O)c2ccccc2)C(=O)c2ccccc21	1	12	25	-70	39	14	0	9	9
CCOc1ccccc1Nc1ccc(C(=O)O)cc1N	0	10	5	7	-280	-5	3	-6	-3
Cc1cc(C)n(-c2ccc(C(=O)OCC(=O)Nc3ccc(S(=O)(=O)N4CCOCC4)cc3)cc2)n1	-4	-8	11	0	5	-12	-3	0	-1
CSCCC(NC(=O)c1ccccc1)C(=O)NCc1ccc(S(N)(=O)=O)cc1 (stereo not drawn)	5	10	5	-3	17	1	0	1	9
CC(=O)Nc1cccc(-n2nnc(SCC(=O)c3ccccc3)n2)c1	-2	23	-10	-9	15	-12	2	0	-7
COc1ccccc1N1CCN(C(=O)c2coc(=O)c(Br)c2)CC1	-3	11	-5	-2	-406	-36	-1	7	-2
O=C(Nc1ccc(Cl)cc1)c1ccc2nsnc2c1	-10	24	-3	38	7	33	2	21	18
Cc1nn(C)cc1NC(=O)CC12CC3CC(CC(C3)C1)C2	-2	9	20	25	16	1	-2	8	3
Cc1nn(C)cc1CNC(=O)Nc1cccc(Cl)c1	5	13	-3	7	23	-4	-1	1	-5
CCCCNC(=O)Cn1cnc2ccc(S(=O)(=O)N3CCC(C)CC3)cc2c1=O	-4	14	-5	-13	7	19	3	-5	6
CCN(CC)CCNC(=O)c1ccc(NC(=O)C2CCN(c3ncnc4sc(C)c(C)c34)CC2)cc1	-1	0	9	-5	10	-5	-2	12	-10
Cc1c(S(=O)(=O)N2CCOCC2)c(=O)n(C)c(=O)n1C	-2	0	-8	4	21	-21	2	4	-2
O=C(O)C1CCN(S(=O)(=O)c2ccc3c(c2)OCCCO3)CC1	-8	-11	5	-9	3	-9	2	-10	-5
O=C(NC1CCCC1)C(c1ccc(F)cc1)N(C(=O)c1csnn1)c1ccccc1 (stereo not drawn)	3	10	3	-9	3	-10	0	2	-3
CCOc1ccc(NC(=O)c2cccc(NC(=O)c3ccccc3)c2)cc1	6	12	8	-9	-3	-8	0	6	-8
O=C(NC1CCCCC1)N1CCC(n2cnc3ccccc32)CC1	1	1	0	-3	7	-10	-1	7	-8
CC(C)(C)OC(=O)NCCCCCNC(=O)c1ncn(Cc2ccccc2)c1C(=O)NCCCCCNC(=O)OC(C)(C)C	-2	18	28	10	1	-11	0	-5	-13
Cc1ccc(Cl)cc1NC(=O)CN1CCN(S(=O)(=O)N2CCOCC2)CC1	6	1	1	-17	20	11	4	10	3
CC(C)(Oc1ccc(Cl)cc1)C(=O)OCC(=O)NCCc1ccccc1	-3	11	10	9	7	12	3	4	3

Grouped by structure, those above with an aryl methoxy group (6)
SMILES	HKDC1 inhibitor	NLRP3 yeast inh	Apaf-1 inh	PfG6PD inh	SENP8 block-1	SENP6 inh	SENP1 FRET inh	SENP7 block	SENP8 block-2
COc1cc(C2C(C(=O)c3ccc(C)o3)=C(O)C(=O)N2CCCn2ccnc2)cc(OC)c1OC (stereo not drawn)	-4	5	12	1	10	10	0	26	2
COc1cccc(OC)c1C(=O)NNS(=O)(=O)c1ccc2ccccc2c1	-5	-3	0	14	8	-5	3	-2	4
CCOCCCNC(=O)C1CCN(c2cc(C)nc3c(-c4ccc(OC)c(OC)c4)c(C)nn23)CC1	-6	-1	11	-3	-12	6	-1	5	6
COc1cc(C(=S)N2CCOCC2)ccc1OC(=O)c1ccccc1[N+](=O)[O-]	-4	31	-13	12	6	-6	3	-1	-2
COc1cccc2sc(N(CCCN(C)C)C(=O)CCS(=O)(=O)c3ccccc3)nc12	3	27	5	38	7	-7	-2	10	-14
COc1ccccc1N1CCN(C(=O)c2coc(=O)c(Br)c2)CC1	-3	11	-5	-2	-406	-36	-1	7	-2
